# GLS inhibitor: glutaminase GLS (human) inhibition | 0.21% of 410,000 active | O94925 | GLS enzymatic activity, qHTS titration | AID 624170 | Potency, µM (doses to about 45.5 µM), inactives show at the top dose activity change, negative = inhibition, usual class: inhibitors; further: potency means the concentration at half of the fitted maximal effect; on the % scale 0 is the no-effect control and ±100 the full control effect
#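 hKGA; 45 mM KH2PO4 pH 8.2 + 0.02% Tween-20; cpd via pin tool; 1 mM Gln soln; GluOx/HRP/Amplex Red; RT 30 min; fluor. t0 & final.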
# JMJD2A Tudor inh: JMJD2A Tudor domain (human) inhibition; AlphaScreen JMJD2A-Tudor / H3K4me3 peptide binding; Potency, µM (top dose mostly 114 µM), for the others: top-dose activity change, negative = inhibition, actives largely listed as inhibitors; 4.4% of 390,000 active; AID 504339; further: potency means the concentration at half of the fitted maximal effect; on the % scale 0 is the no-effect control and ±100 the full control effect; nearly all actives have a fitted effect of over 50% in size
# HP1b binding inh: HP1-beta chromodomain-methylated histone interaction inhibition; P83916; AlphaScreen HP1-beta / biotin-H3K9me3 peptide binding; 0.56% of 390,000 active; Potency, µM (series often up to 114 µM), inactives show top-dose activity change, negative = inhibition, actives largely listed as inhibitors; further: potency means the concentration at half of the fitted maximal effect; nearly all actives have a fitted effect of over 70% in size; inactives centre near 23
#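 HP1-beta protein (50 nM final) preincubated 30 min at room temperature with biotinylated H3(1-18)K9me3 peptide (50 nM) in PBS pH 7.4, 0.01% Tween-20, then compound added for 30 min. AlphaScreen streptavidin donor/nickel chelate acceptor beads (10 ug/mL final), 30 min dark, luminescence read.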
# Pin1 inh: blocks the human prolyl isomerase Pin1; Q13526; Pin1 FP peptide displacement, HiFluor488, 10 min; Potency, µM (highest dose often 115 µM), inactives show top-dose activity, negative = inhibition, hits mostly inhibitors; 0.009% of 390,000 active; active means well fitted inhibition curve with a large enough effect in the polarisation, with a control signal flat, not every such curve was filed as active; inconclusive means small, poorly fitted or top-dose-only effect, or effect the other way, or a change in a side signal; inactive means no such curve, though single readings can be large or run the other way; the % refers to the polarisation; further: potency means the concentration at half of the fitted maximal effect; on the % scale 0 is the no-effect control and ±100 the full control effect
# G9a inh: inhibitors of human histone lysine methyltransferase G9a; Q96KQ7; G9a H3K9 monomethylation, AlphaScreen, 2 h; 8.8% of 350,000 active; Potency, µM (titrated, usually from 102 µM), inactives show top-dose activity, negative = inhibition, actives largely listed as inhibitors; further: potency means the concentration at half of the fitted maximal effect; on the % scale 0 is the no-effect control and ±100 the full control effect; nearly all actives have a fitted effect of over 75% in size
#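 Using a bead-based AlphaScreen, monomethylated H3K9 product from 2 h room-temperature reactions (G9a 20 nM, peptide 500 nM, SAM 20 uM) was detected with 0.5 ug/mL rabbit anti-H3K9me1 antibody.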
# Tb PGK inh: blocks T. brucei phosphoglycerate kinase; 0.043% of 380,000 active; P07378; PGK/GAPDH coupled, Kinase-Glo luminescence, 60 min; Potency, µM (titrated, usually from 57.5 µM), without a hit: top-dose activity change, negative = inhibition, actives largely listed as inhibitors; further: potency means the concentration at half of the fitted maximal effect; on the % scale 0 is the no-effect control and ±100 the full control effect; nearly all actives have a fitted effect of over 60% in size
#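 Luminescent ATP detection (Kinase-Glo Plus) follows a 60-minute room-temperature incubation, with wells lacking PGK as controls. Buffer: 100 mM TEA (pH 7.6), 5 mM MgCl2, 0.01% Tween-20. Coupling enzyme GAPDH (100 nM final) supplies unstable 1,3-BPG in-well.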
# ERG-DNA inh: inhibitors of human ERG Ets domain-DNA interaction | P11308 | fluorescence polarization, His-ERG Ets domain / labelled DNA | Potency, µM (highest dose often 76.9 µM), for inactives: at the highest dose FP activity, negative = inhibition, hits mostly inhibitors | 0.028% of 370,000 active | AID 624246; active means well fitted inhibition curve with a large enough effect in the polarisation, with a control signal flat; inconclusive means small, poorly fitted or top-dose-only effect, or effect the other way, or a change in a side signal; inactive means no such curve, though single readings can be large or run the other way; the % refers to the polarisation;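 further: polarization taken with two DNA probes labelled with fluorescein and Texas red; potency means the concentration at half of the fitted maximal effect; % of control where 0% means no effect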
#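 His-tagged ERG Ets domain (1 uM in the protein solution; 300mM KCl, 50mM Tris-HCl, 1mM EDTA, 1mM DTT, pH 7.5) received compound, then a probe mix of 5 nM fluorescein-DNA and 100nM Texas-615-DNA. Fluorescence polarization was read for both dyes.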
# BAZ2B inh: blocks human BAZ2B. AlphaScreen BAZ2B-H3K14Ac peptide displacement. AID 504333. Potency, µM (highest dose often 114 µM), for the others: top-dose activity change, negative = inhibition, usual class: inhibitors. 4.4% of 360,000 active; further: potency means the concentration at half of the fitted maximal effect; on the % scale 0 is the no-effect control and ±100 the full control effect; nearly all actives have a fitted effect of over 60% in size
# Target sequence (Q9UIF8 whole entry, looked up): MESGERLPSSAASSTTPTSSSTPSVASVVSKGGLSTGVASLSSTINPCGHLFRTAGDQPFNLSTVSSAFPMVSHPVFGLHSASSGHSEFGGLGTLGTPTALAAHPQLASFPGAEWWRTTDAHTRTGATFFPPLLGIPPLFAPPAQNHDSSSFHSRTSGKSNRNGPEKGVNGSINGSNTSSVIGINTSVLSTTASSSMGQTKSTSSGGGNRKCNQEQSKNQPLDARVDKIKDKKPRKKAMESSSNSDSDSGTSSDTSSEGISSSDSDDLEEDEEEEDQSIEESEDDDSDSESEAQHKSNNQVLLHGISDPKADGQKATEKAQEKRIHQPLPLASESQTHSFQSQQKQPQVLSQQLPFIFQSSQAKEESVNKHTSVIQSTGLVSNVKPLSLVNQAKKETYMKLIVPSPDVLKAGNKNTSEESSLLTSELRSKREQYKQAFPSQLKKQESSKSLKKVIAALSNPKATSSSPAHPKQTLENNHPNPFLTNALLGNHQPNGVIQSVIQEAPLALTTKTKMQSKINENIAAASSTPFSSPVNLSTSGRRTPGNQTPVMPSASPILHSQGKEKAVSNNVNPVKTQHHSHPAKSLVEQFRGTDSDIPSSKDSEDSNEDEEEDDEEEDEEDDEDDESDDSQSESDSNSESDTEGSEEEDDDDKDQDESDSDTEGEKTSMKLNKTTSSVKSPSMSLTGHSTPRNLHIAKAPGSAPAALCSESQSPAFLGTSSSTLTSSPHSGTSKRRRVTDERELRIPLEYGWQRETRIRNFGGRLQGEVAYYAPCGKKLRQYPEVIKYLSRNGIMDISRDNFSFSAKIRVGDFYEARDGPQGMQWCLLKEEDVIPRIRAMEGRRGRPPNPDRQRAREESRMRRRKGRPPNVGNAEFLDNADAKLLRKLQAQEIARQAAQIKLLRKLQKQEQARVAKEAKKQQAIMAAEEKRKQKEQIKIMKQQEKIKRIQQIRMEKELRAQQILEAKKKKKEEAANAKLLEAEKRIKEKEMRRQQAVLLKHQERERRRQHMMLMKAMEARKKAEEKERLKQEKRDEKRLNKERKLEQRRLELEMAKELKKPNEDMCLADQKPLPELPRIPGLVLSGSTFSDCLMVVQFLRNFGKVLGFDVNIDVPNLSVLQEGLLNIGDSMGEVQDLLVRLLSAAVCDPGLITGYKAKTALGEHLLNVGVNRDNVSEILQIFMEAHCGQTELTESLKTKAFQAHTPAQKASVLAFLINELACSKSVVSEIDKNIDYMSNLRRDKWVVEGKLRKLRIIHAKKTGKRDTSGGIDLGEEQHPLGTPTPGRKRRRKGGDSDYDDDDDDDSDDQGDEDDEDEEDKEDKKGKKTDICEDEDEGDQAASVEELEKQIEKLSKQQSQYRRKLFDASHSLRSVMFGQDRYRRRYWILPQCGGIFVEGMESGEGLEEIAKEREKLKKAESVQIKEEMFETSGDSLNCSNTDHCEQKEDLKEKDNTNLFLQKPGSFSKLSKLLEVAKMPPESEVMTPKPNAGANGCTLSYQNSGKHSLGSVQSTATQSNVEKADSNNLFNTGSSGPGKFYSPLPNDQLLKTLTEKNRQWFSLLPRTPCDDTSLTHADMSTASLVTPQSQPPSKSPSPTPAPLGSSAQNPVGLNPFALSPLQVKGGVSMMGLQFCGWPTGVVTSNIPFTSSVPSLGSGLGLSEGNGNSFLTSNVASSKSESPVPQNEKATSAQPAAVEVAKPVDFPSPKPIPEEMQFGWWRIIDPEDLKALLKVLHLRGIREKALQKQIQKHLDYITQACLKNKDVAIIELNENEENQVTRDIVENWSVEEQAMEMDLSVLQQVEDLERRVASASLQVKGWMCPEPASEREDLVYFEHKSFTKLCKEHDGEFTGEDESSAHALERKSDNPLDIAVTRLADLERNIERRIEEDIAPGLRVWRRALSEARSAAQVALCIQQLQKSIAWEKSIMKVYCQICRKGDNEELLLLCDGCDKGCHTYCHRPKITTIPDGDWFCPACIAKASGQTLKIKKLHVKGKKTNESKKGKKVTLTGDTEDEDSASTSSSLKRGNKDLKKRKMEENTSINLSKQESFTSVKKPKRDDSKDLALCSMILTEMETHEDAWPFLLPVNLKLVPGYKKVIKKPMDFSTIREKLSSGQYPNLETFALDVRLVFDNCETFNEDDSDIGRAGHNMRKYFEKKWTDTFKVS
#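 Complex of BAZ2B and biotin-H3K14Ac (50 nM apiece) forms over 30 min at RT, then faces library compounds up to 110 uM for another 30 min; AlphaScreen beads added, 20 min dark incubation, luminescence read.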
# PI4K2A block: PI4K2A (human) kinase inhibition; purified PI4K2A, ADP-Glo luminescence, 1 h; hits give low values; activity change, negative = inhibition, % at 76.9 µM; 0.13% of 420,000 active; Q9BTU6; in the data active means activity change below about -50%; inconclusive means mostly about -30% to -49%;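 further: -100% = wells without enzyme as full effect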
#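 ADP-Glo luminescence measured ADP generated by PI4K2A enzyme (4 ug/mL before mixing) with 1.2 mM PI substrate (pre-mix) and 300 microM ATP (pre-mix). Tris pH7.5 buffer with MgCl2, Triton X-100; 1 h reaction at ambient temperature.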
# Active calls of the source: *; i = inactive; ? = inconclusive; . = not tested or not shown; [ ] = remark or other dose. Unless noted, the call rests on the fitted dose curve; in most records, active means well fitted curve in the direction sought with a large enough effect; inconclusive means small, poorly fitted or top-dose-only effect, or another doubt; inactive means no such curve, though single readings can be large; an effect the other way counts as inactive or inconclusive.
# The line under a structure holds: HP1b binding inh	GLS inhibitor	JMJD2A Tudor inh	G9a inh	Pin1 inh	BAZ2B inh	Tb PGK inh	ERG-DNA inh	PI4K2A block
1. CC(=O)N1CC2([N+](=O)[O-])CN(C(C)=O)CC([N+](=O)[O-])(C1)C2(C)C
 : 36.4%	-0.7%	3.1%	17.5%	-0.4%	-2.1%	-4.1%	2.5%	6.3
2. Cc1cccn2c(=O)c(/C=C(\C#N)C(=O)NCc3ccco3)c(N3CCCC(C)C3)nc12 (stereo unspecified)
 : -14.9%	3.0%	-35.7%	?	30.1%[activator]	?	i	1.3%	-2.9
3. CCN(CC)CCN(C(=O)c1ccc(C(=O)OC)cc1)c1nc2ccc(Cl)cc2s1
 : 21.7%	8.4%	?	-33.9%[59 µM]	3.8%	-3.0%	-2.3%	0.2%	-2.3
4. CCCc1cc(=O)[nH]c(SCC(=O)c2c(C)[nH]c3ccccc23)n1
 : 26.9%	11.2%	-10.9%	20.4%[59 µM]	38.1%[activator]	-3.1%	5.5%	3.0%	5.7
5. CC(C)NC(=O)Nc1cccs1
 : 28.1%	21.3%	-14.4%	14.1µM*	8.0%	-2.5%	1.6%	-0.2%	-6.2
6. O=C(Cc1cccs1)Nc1ccc(Cl)c(S(=O)(=O)N2CCOCC2)c1
 : 20.3%	3.2%	-9.3%	?	1.3%	5.4%	-1.9%	10.9%	-3.3
7. Cn1c(=O)n(CCc2ccccc2)c(=O)c2c1nc1n2CCCN1Cc1ccccc1
 : ?	2.9%	?	?	-0.2%	-26.8%	3.7%	-1.4%	6.4
8. CCOC(=O)/C(C#N)=C/Nc1ccccc1NS(=O)(=O)c1ccc2c(c1)OCCO2
 : 30.9%	-3.2%	-14.8%	7.1%[12.7 µM]	0.4%	0.5%	-2.6%	-22.4%	-9.3
9. N#CC1=C(N)OC2=C(C(=O)CCC2)C1CCc1ccccc1 (stereo unspecified)
 : 35.4%	1.1%	?	?	-1.1%	-5.2%	-9.6%	5.3%	1.1
10. C=CCn1c(SCC(=O)Nc2nccs2)nnc1-c1ccco1
 : 11.0%	6.1%	-16.7%	-36.8%[59 µM]	-1.3%	-35.0%	2.1%	0.1%	-0.6
11. COc1ccc(/C=N/NC(=O)Cc2csc(Nc3cccc(C(F)(F)F)c3)n2)cc1C
 : -6.7%	9.4%	?	27.0%[12.7 µM]	-3.7%	?	-7.1%	3.7%	-4.1
12. CCOC(=O)N1CCc2c(sc3c2c(=O)n(-c2ccc(Cl)cc2)c(=O)n3CC(=O)c2ccc(F)cc2)C1
 : 44.8%[activator]	-2.3%	-0.3%	5.8%[59 µM]	?	-0.3%	-4.1%	-0.9%	-10.7
13. Cc1cc(C(F)F)n2ncc(C(=O)NCc3ccccc3C(F)(F)F)c2n1
 : 42.6%[activator]	-1.8%	-5.7%	15.6%	-0.8%	8.9%	2.3%	0.3%	6.4
14. O=[N+]([O-])c1ccc(N2CCCCC2)c(-c2nn[nH]n2)c1
 : 18.9%	5.3%	-12.0%	44.7µM*	-0.4%	?	7.0%	-3.4%	-7.1
15. O=C(CCN1CCCCC1)c1ccc2c(c1)OCCO2
 : 3.0%	20.7%	-14.9%	8.91µM*	8.1%	6.4%	-14.8%	.	2.8
16. CCCN(CC(=O)Nc1cccc(S(N)(=O)=O)c1)CC(=O)Nc1ccc(F)c(F)c1F
 : 44.3%[activator]	-3.4%	-4.4%	13.2%	-0.7%	-9.2%	-10.9%	10.9%	0.6
17. COc1ccc(CNC(=O)Cn2cc3c(n2)CCCCC3)cc1
 : 49.1%[activator]	-0.5%	8.5%	-41.7%[59 µM]	7.3%	-1.5%	-8.6%	1.6%	-4.2
18. Cc1ccc(S(=O)(=O)N2CCN(Cc3cc(C(C)C)ccc3O)CC2)cc1
 : 7.2%	22.0%	-12.9%	-29.6%	2.9%	-28.8%	i	-1.4%	-15.8
19. O=C(CN1C(=O)COc2ccccc21)N1CCCC1
 : 31.3%	-10.0%	8.2%	23.1%	-0.9%	-31.6%	-3.1%	1.0%	0.7
20. C[C@@H]1CN(S(=O)(=O)C(C)(C)C)[C@H](CCO)/C1=C\c1ccccc1
 : 34.4%	-10.3%	-4.1%	.	0.4%	.	-12.5%	-18.5%	1.0
21. COc1cccc(CC2(CO)CCCN(CC3=Cc4cc(OC)ccc4OC3)C2)c1 (stereo unspecified)
 : -4.4%	-19.5%	?	.	30.3%[activator]	?	-9.0%	4.8%	-5.5
22. COC(=O)c1c(O)cc(=O)n2c1CCCCC2
 : 85.6%[activator]	4.5%	-2.5%	-2.2%	3.8%	.	-5.2%	1.1%	5.3
23. c1ccc2c(c1)nc1sccn12
 : 24.4%	17.4%	-8.8%	6.3%[59 µM]	1.6%	-6.5%	7.8%	0.7%	5.4
24. CCOC(=O)c1c(C)n(-c2ccccc2)c2ccc(OC(=O)c3cc(OC)cc(OC)c3)cc12
 : -4.5%	-2.9%	-13.7%	-47.4%[59 µM]	0.8%	-3.8%	-1.5%	4.1%	-0.2
25. COc1ccc(N=C2SCC(=O)N2c2ccc(OC)cc2)cc1
 : 18.5%	17.2%	-18.5%	0.5%	-1.8%	4.7%	5.9%[11.5 µM]	.	-1.8
26. Cc1cccc(NC(=O)C(=O)NCCc2csc(-c3ccc(F)cc3)n2)c1C
 : 29.7%[57 µM]	-13.4%	-8.3%	4.1%[59 µM]	-0.3%	2.7%	i	-2.3%	6.0
27. COc1ccc(CNC(=O)COC(=O)CCc2c[nH]c3ccccc23)cc1
 : 34.1%	-0.6%	-6.5%	-31.9%	0.7%	-35.9%	-3.6%	-6.4%	0.6
28. CCOC(=O)C1CCCN(C(=O)c2cccc(S(=O)(=O)N(C)c3c(C)n(C)n(-c4ccccc4)c3=O)c2)C1 (stereo unspecified)
 : 19.2%	-1.3%	-7.6%	.	0.0%	-9.1%	0.3%	-8.2%	0.6
29. CC(C)Oc1ccc(C(=O)NC(=S)Nc2ccc(CN3CCOCC3)cc2)cc1
 : 5.9%	-11.2%	-11.4%	?	-1.5%	-18.7%	i	-3.8%	-1.8
30. CCC1=Nc2cc(C(=O)NCC3CCCO3)ccc2Sc2ccc(Cl)cc21 (stereo unspecified)
 : -1.0%	-0.6%	-29.0%	-44.0%	7.2%	-27.2%	-2.7%	2.3%	-3.9
31. CC1CCCCC12NC(=O)N(CC(=O)c1ccc[nH]1)C2=O (stereo unspecified)
 : 27.4%	-1.0%	-10.7%	-40.5%[12.7 µM]	2.5%	-8.6%	7.2%	1.6%	-4.6
32. CCC(CC)=C(C#N)C(=O)NC1CCCCC1
 : 26.8%	2.6%	-8.5%	20.9%[59 µM]	3.8%	7.0%	-1.4%	-0.2%	0.7
33. COc1ccc(-c2nn(C)c3sc(C(=O)N4CCN(c5cccc(Cl)c5)CC4)cc23)cc1OC
 : 11.4%	1.1%	-26.3%	?	15.2%	.	6.4%	-1.1%	0.4
34. CCc1cc(=O)oc2cc(C)cc(OC(C)C(=O)NC(Cc3c[nH]c4ccc(O)cc34)C(=O)O)c12 (stereo unspecified)
 : 38.2%	11.2%	-20.4%	8.8%[12.7 µM]	-7.7%	?	-9.5%	-8.9%	-0.1
35. CCOC(=O)C1=C(C)Nc2ncnn2C1c1cc(OC)ccc1OC (stereo unspecified)
 : 34.5%	28.3%	-13.4%	6.3%[12.7 µM]	-2.5%	12.4%	.	.	-1.5
36. Cc1ccc(S(=O)(=O)N/N=C\c2cc3c(cc2Br)OCO3)cc1
 : 31.5%	2.2%	7.9%	-13.1%[59 µM]	-7.2%	-6.3%	-1.3%	3.7%	-6.4
37. O=C(O)c1ccc(-n2nncc2-c2ccccc2)cc1
 : 21.1%	-0.4%	3.6%	20.8%	-4.6%	1.1%	-1.3%	-5.9%	1.7
38. CC(NC(=O)c1ccco1)C(=O)OCC(=O)N1CCCCCC1 (stereo unspecified)
 : 22.5%	0.0%	-11.4%	1.5%[12.7 µM]	0.9%	3.3%	-0.4%	-2.9%	2.8
39. Cc1ccc(S(=O)(=O)N2CCOCC2)cc1NC(=O)c1ccc(F)cc1F
 : 25.4%	-0.5%	12.2%	.	-0.3%	.	1.6%	-8.7%	-5.3
40. Cc1ccc(C(=O)N2CCN(S(=O)(=O)c3sc(C(=O)O)c(C)c3C(=O)O)CC2)s1
 : 35.0%	-2.3%	-3.7%	23.2%[2.33 µM]	-16.9%	-12.1%	-0.4%	-2.9%	-2.7
41. CSc1cccc(CN2CCC(CO)(Cc3cccc(C(F)(F)F)c3)CC2)c1
 : 9.0%	-2.2%	-24.7%	.	-4.1%	-24.5%	-2.4%	0.8%	5.0
42. Cc1nn(CC(=O)Nc2ccc(C(=O)N3CCCC3)cc2)c(=O)c2ccccc12
 : 37.9%	-7.0%	-7.9%	3.7%[12.7 µM]	-1.9%	-3.1%	-0.3%	-14.3%	1.4
43. CCn1c(SCC(=O)Nc2ccccc2Cl)nnc1C1CC1
 : 17.6%	-8.2%	-5.9%	-0.7%	-0.5%	12.7%	-2.3%	-9.8%	2.6
44. COc1ccc(C(=O)Nc2c3c(nn2-c2ccc([N+](=O)[O-])cc2)CS(=O)(=O)C3)cc1
 : 22.0%	1.3%	-29.9%	19.2%[59 µM]	-1.5%	-15.8%	-3.6%	-9.5%	-2.7
45. Cc1cc(C)c(C(=O)CSc2nc(C)cc(C)c2C(N)=O)c(C)c1
 : 5.7%	19.2%	-10.5%	6.3%[59 µM]	1.1%	-3.5%	4.2%	-4.0%	1.2

# Source: PubChem
